PGC1a acetyl inh = PGC1a acetylation modulation, inhibitor mode | U2OS PGC1a acetylation, AlphaScreen anti-acetyl-lysine; with virally co-expressed GCN5 acetyltransferase | inhibition, % at 15.6 µM | actives 0.17% (n = 350,000);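 active = every replicate shows inhibition of at least 40%; inconclusive = mean inhibition at least 40% but some replicate below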;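 note: 0% = neutral control wells and 100% = positive control wells; some results beyond the cut were filed as inactive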
FN deposit inh = fibronectin deposition inhibition; inhibition, % at 12.6 µM; actives 0.086% (n = 350,000); AH1F fibroblasts, Alexa488-fibronectin deposition fluorescence, overnight;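 active = mean inhibition across replicates of 30% or more, regardless of how many single replicates reach that level; inconclusive = mean under 30% yet at least half of replicates reach 30%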;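 note: positive control wells lacked labelled fibronectin entirely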
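Schedule: 1 h cell adhesion before compound, then overnight fibronectin incubation; test system: AH1F fibroblast monolayer depositing Alexa488-labelled fibronectin into matrix; quantity: 10000 AH1F cells per well; probe or stimulus: fluorescent fibronectin at 24 nM final; signal: fluorescence, ex 485 nm, em 525 nm; evaluation: percent inhibition as loss of matrix-bound fibronectin fluorescence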
PglD DTNB = inhibitors of Campylobacter jejuni PglD acetyltransferase. actives 0.098% (n = 360,000). inhibition, % at 12.5 µM. purified PglD enzyme, DTNB colorimetric CoA detection; in the data active = inhibition above about 16%, passing the limit was not always enough; inconclusive = no clear call, values can overlap the other calls; note: strong numbers were not always called active
GSIS activator = primary screen for activators of insulin secretion dependent on glucose, INS-1E cells, GLuc reporter luminescence; actives 0.61% (n = 370,000); AID 743287; activation, % at 16.6 µM; INS-1E GLuc reporter insulin secretion, 2-3 h;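 active = lowest replicate activation of at least 40%, so every replicate reaches that level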;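 note: 0% = median of neutral control wells and 100% = median of IBMX positive control wells; some compounds called inactive have numbers as strong as hits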
CFTR F508del cor = CFTR F508del correction in bronchial cells. activity (quench increase), % at 7.58 µM. CFBE cells, YFP halide quenching; stimulated with forskolin plus potentiator P3; % fluorescence drop versus neutral controls. actives 0.36% (n = 350,000);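 active = mean added fluorescence quench of at least 8% versus neutral control, with both replicates also reaching 8%; inconclusive = only one of the mean or replicate conditions met; inactive = mean below 8% and not both replicates reaching 8%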;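 note: cells transiently co-express mutant CFTR-F508del with the halide-sensitive YFP; corrector assay measuring rescue of mutant channel to the surface after 24 h compound exposure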
Cneo AK release = causes C. neoformans cell lysis; lysis activity, % at 15 µM; actives 0.2% (n = 360,000); adenylate kinase release luminescence, 4 h; normalised: neutral wells 0, clomiphene wells 100;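 active = mean lysis activity across replicates of at least 80%, whatever share of replicates individually reach that level; inactive = mean lysis activity below 80%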
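Material – Cryptococcus neoformans yeast cells · Quantity – 5 × 10^6 yeast cells/mL · Buffer or medium – YPD medium · Compound – single dose · Timing – 4 h static compound exposure, 37 °C, read 1 h post-reagent · Signal – adenylate kinase release luminescence · Read-out basis – lysis from increased AK signal · Benchmarks – Clomiphene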
Statin myotox sup = suppressors of simvastatin-induced myotoxicity in C2C12 myotubes | ATP luminescence, 48 h; scaled: DMSO 0, geranylgeraniol control 100 | rescue of ATP level, % at 7.49 µM | actives 0.78% (n = 330,000);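 active = mean ATP rescue above about 67%, or every replicate alone reaching that limit, limit read from the data, passing the limit was not always enough; inconclusive = no clear call, values can overlap the other calls; inactive = mean under the limit and some replicate under it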;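 note: myotubes were challenged with 10 µM simvastatin during compound exposure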
miR-122 sensor = miR-122 inhibition in Huh7 cells; Huh7 miR-122 Renilla luciferase sensor, 48 h; neutral wells = 0, positive control = 100; activation (reporter increase), % at 12.5 µM; actives 0.3% (n = 340,000); AID 602342;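 active = mean replicate activation score at least 90 and every replicate individually at or above 90; inconclusive = only one of the two criteria met; inactive = neither criterion met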;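 note: higher luciferase means less miR-122 activity so hits act as miR-122 inhibitors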
* marks the source's active call; other numbers are inactive results; ? = inconclusive; . = not tested or not shown; [ ] = remark or other dose. Not a hit list. About 2.1% of those tested had a hit in this group.

SMILES	PGC1a acetyl inh	FN deposit inh	PglD DTNB	GSIS activator	CFTR F508del cor	Cneo AK release	Statin myotox sup	miR-122 sensor
O=C(c1ccco1)N(Cc1ccc(Cl)cc1)C1CCS(=O)(=O)C1 (stereo not drawn)	-2	12	-3	42*	1.3	0	7	1
COc1ccc(NC(=O)C2=CC=CN3CCS(=O)(=O)N=C23)c(OC)c1	9	-1	-1	15	0.6	-2	2	-10
COc1ccc(CC(=O)Nc2nc(OCCN3CCCC3=O)cnc2-c2cccc(C(F)(F)F)c2)cc1	2	-1	3	.	-3.3	0	4	-4
O=C(NS(=O)(=O)Oc1cccc(F)c1)OC[C@@H]1CCCN2CCCCC12 (stereo partly drawn)	-5	2	10	10	-1.0	-1	4	0
CC(=O)Oc1ccccc1C(=O)Oc1ccccc1C(=O)O	3	3	1	.	-21	-1	14	-1
O=C(NCc1ccc2c(c1)OCO2)C1CCCN1C(=O)Nc1cccc(Cl)c1 (stereo not drawn)	-4	-3	-3	.	.	-1	4	-4
CC1Cc2ccccc2N1C(=O)Cn1cc([N+](=O)[O-])cn1 (stereo not drawn)	1	.	-2	.	.	4	-1	-5
COC(=O)c1cc(O)c(OCc2ccccc2)c(O)c1	-1	.	7	.	.	-4	14	-7
O=C(C[C@H]1CC[C@H]2[C@@H](COC[C@H](O)CN2S(=O)(=O)c2ccc(Cl)cc2)O1)N[C@H]1CCN(Cc2ccccc2)C1	-2	5	3	0	-1.2	2	-9	-1[16.7 µM]
C=CCc1c(C)nc2ccc(C(=O)OCC)cc2c1Cl	-8	-14	-7	-9	-1.2	0	-6	-4
CC(C)(C)c1nnc(NC(=O)CCC2CCCCC2)s1	-1	.	0	-5	-1.6	1	-16	6
CCOC(=O)C1CCN(c2ncnc3c2oc2ccc(Cl)cc23)CC1	-7	.	1	.	.	1	-23	-3
COc1ccc(S(=O)(=O)Nc2ccc3c(c2)CC(=O)N([C@@H](C)CO)C[C@H](C)[C@H](CN(C)C(=O)NC(C)C)O3)cc1	2	-3	2	13	0.0	-6	-39	7[16.7 µM]
CCOc1ccc(CN2CCN(c3ncnc4scc(-c5ccccc5)c34)CC2)cc1	-2	-8	5	17	3.6	-3	-12	6
COc1ccc(-n2ncc3c(=O)n(CC(=O)OCc4ccccc4)cnc32)cc1	5	2	.	-5	.	2	-4	-2
COc1cccc(NC2=NCC(=O)N2Cc2cccs2)c1	8	.	-7	-4	.	1	18	0
O=C(C[C@@H]1CC[C@@H]2[C@H](COC[C@H](O)CN2Cc2ccc3c(c2)OCO3)O1)N1CCOCC1	6	-3	-4	6	-2.0	-1	-14	2[16.7 µM]
Clc1ccc(CSc2nnc(-c3ccncc3)o2)cc1	21	.	-3	.	.	5	9	6
CC(C)(CNC(=O)c1ccc(Cl)c(S(=O)(=O)N2CCc3ccccc3C2)c1)N1CCOCC1	3	-10	.	-1	1.8	.	.	.
O=C(O)c1nc2ccccc2nc1C(=O)O	6	-15	-3	9	.	.	0	6
COc1cc(Br)ccc1C1CC(=O)C(C)C(c2ccc(Br)cc2OC)N1 (stereo not drawn)	3	-9	-1	2	3.8	1	-18	-1
Cc1cccc(C)c1NC(=O)C1(C)CCC(=O)N1CCCn1ccnc1 (stereo not drawn)	3	-1	-4	6	-0.7	6	3	-4
CNC(=O)c1c2c(nc3ccc(Br)cc13)CCCC2	4	-1	-2	18	0.7	3	2	0
c1ccc(CCc2ccncc2)cc1	-1	0	-3	6	-2.0	-1	-9	-6
COCCN(Cc1ccccc1)P(=O)(O)c1ccccc1OCC(=O)O	1	.	-4	.	.	-2	-4	2
O=C(C1CC=CCC1)N1CCCCCC1 (stereo not drawn)	-1	-2	2	0	-2.2	8	17	-6
Cc1cccc2nc(CSc3nc4ccc([N+](=O)[O-])cc4[nH]3)c(Br)n12	7	.	10	16	.	6	.	-1
O=S(=O)(c1ccccc1)N1CC[C@@H]2[C@H]1c1cc(C#Cc3cccc(F)c3)ccc1N[C@@H]2CO	0	10	-3	4	0.7	3	30	-11[16.7 µM]
O=C(C[C@@H]1CC[C@@H](NC(=O)C2CCC2)[C@H](CO)O1)NCc1ccccc1Cl	3	.	-2	12	0.8	0	-5	.
O=C1CCC(C(=O)N2CCCC(Nc3ccc(F)cc3)C2)=NN1 (stereo not drawn)	.	7	-3	-3	-0.5	2	4	.
C[C@@H]1CN([C@@H](C)CO)C(=O)c2cc(-c3ccccc3)cnc2O[C@@H]1CN(C)C(=O)C1CCOCC1	0	4	-1	-2	-0.6	-3	18	6[16.7 µM]
O=C(COC(=O)c1cc(S(=O)(=O)N2CCOCC2)c(Cl)cc1Cl)Nc1ncc(C(F)(F)F)cc1Cl	-3	-111	-3	.	.	-2	5	-9
C[C@H]1CN([C@@H](C)CO)C(=O)c2cc(NS(=O)(=O)c3ccc(F)cc3)ccc2O[C@@H]1CN(C)C(=O)Nc1cccc2ccccc12	5	.	3	19	0.9	2	.	-1[16.7 µM]
O=S(=O)(c1cccs1)N1CN(CC2CCCO2)c2nc3ccccc3nc21 (stereo not drawn)	-1	.	-6	10	-3.2	-1	-5	.
CO[C@H]1CN(C)C(=O)c2cc(NC(=O)Nc3ccccc3)ccc2OC[C@@H](C)NC[C@@H]1C	.	10	-2	17	.	-8	3	1[16.7 µM]
Cc1ccc(NC(=O)Nc2ccc3c(c2)C(=O)N(C)[C@H]2CC[C@@H](CC(=O)O)O[C@@H]2CO3)cc1	1	1	2	2	-0.9	1	16	-2[16.7 µM]
C[C@@H]1CN([C@H](C)CO)C(=O)Cc2cc(NC(=O)Nc3ccc4c(c3)OCO4)ccc2O[C@H]1CN(C)Cc1ccc(Oc2ccccc2)cc1	-13	.	-4	-10	-1.6	42	39	3[16.7 µM]
O=C(CCNC(=O)c1ccco1)Nc1ccccc1OC(F)F	.	-5	4	7	-0.7	-4	5	.
Cc1ccc2cc(CN(CCN3CCOCC3)C(=O)NCc3ccccc3)c(=O)[nH]c2c1C	-5	.	-15	.	.	1	-9	-3
CCCNC(=O)N(C)C[C@H]1Oc2cc(C#CC(C)C)ccc2S(=O)(=O)N([C@@H](C)CO)C[C@H]1C	?	-7	-2	-2	2.0	-2	10	1[16.7 µM]
CCOC(=O)C1(Cc2cccc(OC)c2)CCCN(Cc2ccc(NC(C)=O)cc2)C1 (stereo not drawn)	5	.	0	-5	-0.6	2	-1	-7
CO[C@H]1CN(C)C(=O)c2cc(NC(=O)c3ccc(F)cc3)ccc2OC[C@@H](C)N(C(C)=O)C[C@@H]1C	2	9	-2	-8	-1.8	-1	-1	-2[16.7 µM]
CCc1noc(C)c1C(=O)Nc1ccc(F)c(F)c1F	.	4	0	4	-2.2	-1	5	.
COc1ccc(NC(=S)NCCN2CCC(C)CC2)cc1	.	8	.	-3	-0.1	.	.	9
CCn1ccc(C(=O)Nc2ccccc2SC)n1	-8	2	.	41*	.	.	0	18
COc1ccc(NC(C)=O)cc1S(=O)(=O)N(C)Cc1c(C)nn(-c2ccccc2)c1C	-3	.	-1	6	-1.3	1	11	2
O=C(NCC1CC1)c1ccc2sc([C@@H]3O[C@H](CO)[C@H](O)[C@H](O)[C@H]3O)nc2c1	-1	-9	-8	13	-2.2	-1	8	10
COCC(=O)N(C)C[C@H]1[C@H](c2ccccc2)[C@@H](CO)N1C(=O)NC(C)C	-4	-10	3	11	0.2	-8	-8	-7[16.7 µM]
CC(C)CN(CCNC(=O)CN1C(=O)COc2ccc(S(=O)(=O)N3CCC(C)CC3)cc21)CC(C)C	0	5	-5	8	-1.7	-1	-8	-3
C[C@@H]1CN([C@@H](C)CO)C(=O)c2cc(/C=C/c3ccccc3)cnc2O[C@@H]1CN(C)S(=O)(=O)c1cccs1	2	.	8	-11	-1.5	-3	15	.
C[C@@H]1CN([C@H](C)CO)C(=O)c2cc(-c3cccc(F)c3)cnc2O[C@H]1CN(C)C(=O)c1cccc(F)c1	-8	2	-5	-13	2.7	-2	-25	-1[16.7 µM]
C[C@@H]1CN([C@@H](C)CO)C(=O)c2cc(C#Cc3ccccn3)cnc2O[C@@H]1CN(C)C(=O)c1ccccn1	2	.	-4	12	0.1	-2	-6	.
CC(C)Cc1nnc(NC(=O)c2ccc([N+](=O)[O-])cc2)s1	-16	.	.	.	.	-1	-5	0
CCCNC(=O)c1ccc(N2CCC3(CC2)CC(c2ccccc2)=NO3)c(NC(=O)c2cccc(C)c2)c1	-10	-5	-1	.	-2.3	-3	-22	0
COc1ccc(-c2cn3c(C)c(C(=O)N4CCN(c5ccccc5F)CC4)sc3n2)cc1	-30	-12	0	-6	-0.7	3	6	10
CCOc1ccccc1C1NC(=O)CCC1[N+](=O)[O-] (stereo not drawn)	.	-1	-6	-4	-1.0	-1	10	4
CCN1CCN(c2cc(C)c3cc(NC(=S)NCCCN4CCc5ccccc5C4)ccc3n2)CC1	-39	0	-6	.	-1.8	0	-2	-1
CCOc1ccc(NC(=O)CN(C)C(=O)c2cc(-c3ccncc3)nc3ccccc23)cc1OCC	.	-3	1	3	-4.3	1	19	34
O=S(c1ccccc1)c1ccccc1	-3	-15	0	-7	-1.6	4	2	-2
C[C@H](CO)N1C[C@H](C)[C@H](CN(C)Cc2ccc(Oc3ccccc3)cc2)Oc2ccc(NC(=O)C3CCCCC3)cc2CC1=O	-18	.	-1	-9	-2.8	-2	-27	-9[16.7 µM]

Going on with the list:
SMILES	PGC1a acetyl inh	FN deposit inh	PglD DTNB	GSIS activator	CFTR F508del cor	Cneo AK release	Statin myotox sup	miR-122 sensor
CCNC(=O)C[C@@H]1CC[C@@H]2[C@H](COc3ccc(NC(=O)Nc4cccc(Cl)c4)cc3C(=O)N2C)O1	1	-8	-2	-2	-0.2	-1	-43	-58[16.7 µM]
Cc1c(C(=O)NN)[nH]c2ccc([N+](=O)[O-])cc12	12	5	3	4	.	0	.	-1
C[C@@H]1CN([C@@H](C)CO)C(=O)c2cc(C#CC3(O)CCCC3)cnc2O[C@@H]1CN(C)C(=O)Cc1cccnc1	-25	-11	0	8	0.7	-3	-6	-9[16.7 µM]
COc1cccc(S(=O)(=O)N(C)C[C@@H]2Oc3cc(C4=CCCCC4)ccc3S(=O)(=O)N([C@@H](C)CO)C[C@@H]2C)c1	-8	.	1	2	-3.9	-3	-29	-8[16.7 µM]

Rewritten with each value named: part of the list above.
molecule: Cc1c(C(=O)NN)[nH]c2ccc([N+](=O)[O-])cc12
  PGC1a acetyl inh: 12 | FN deposit inh: 5 | PglD DTNB: 3 | GSIS activator: 4 | CFTR F508del cor: . | Cneo AK release: 0 | Statin myotox sup: . | miR-122 sensor: -1
molecule: C[C@@H]1CN([C@@H](C)CO)C(=O)c2cc(C#CC3(O)CCCC3)cnc2O[C@@H]1CN(C)C(=O)Cc1cccnc1
  PGC1a acetyl inh: -25 | FN deposit inh: -11 | PglD DTNB: 0 | GSIS activator: 8 | CFTR F508del cor: 0.7 | Cneo AK release: -3 | Statin myotox sup: -6 | miR-122 sensor: -9[16.7 µM]

Screening results deposited in PubChem by Broad Institute.
